S3 lipid droplet: qHTS Assay for Lipid Storage Modulators in Drosophila S3 Cells; Drosophila S3 cells, BODIPY lipid droplet fluorescence, 18-24 h; cells fed with added oleic acid; Potency in µM for hits, for the others lipid storage change, negative = inhibition, % at the top dose, mostly 46.1 µM; hit rate 0.64% among 320,000; AID 2685, 2010; active means well fitted inhibition curve with a large enough effect in the signal ratio, with a control signal flat, not every such curve was filed as active; inconclusive means small, poorly fitted or top-dose-only effect, or effect the other way, or a change in a side signal; the % refers to the signal ratio
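Laser-scanning cytometry quantifies lipid droplet accumulation (500–530 nm total intensity; droplet/cell object ratio) in oleic acid-fed (400 uM added) Drosophila S3 cells treated with a concentration series. 20 uM Triacsin C defined 100% inhibition.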
S3 lipid droplet cell count max: further read-out of S3 lipid droplet, marked with its call; cell number change, %; measured here: cell count max response;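 cells counted by Cell Tracker Red CMTPX staining in the red channel; peak over a dose series mostly up to 46.1 µM; percent activity relative to internal control wells on each plate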
Numbers without * were called inactive; i = inactive; u = inconclusive; x = no result given; [ ] = remark or other dose. On the % scale 0 is the no-effect control and ±100 the full control effect; potency means the concentration at half of the fitted maximal effect.

SMILES | S3 lipid droplet | S3 lipid droplet cell count max
COc1ccc(C)cc1NC(=O)c1cccc(C(=O)Nc2cc(C)ccc2OC)c1 | u | x
NS(=O)(=O)c1ccc2nc(NC(=O)c3ccc4ncsc4c3)sc2c1 | i[0.369 µM] | -8
CC1CCCN(c2cc3c(cc2[N+](=O)[O-])C(=O)N(c2ccccc2)C3=O)C1 (stereo not given) | u | x
COc1ccccc1/C=C/C=N/NC(=O)Cc1cccs1 | u | x
Cc1ccc(Nc2nc(N)nc(CSc3ncccn3)n2)cc1 | u | x
COc1cccc(NC(=O)C2COc3ccccc3O2)c1 (stereo not given) | -39% | -26
CCn1cc(CN2CCC(n3nccc3NC(=O)CCCc3ccccc3)CC2)c(C)n1 | u | x
COc1ccccc1CNC(=O)CN(C)S(=O)(=O)c1ccc2c(c1)c(=O)n(C)c(=O)n2C | 9.2µM* | x
CCOC(=O)N1CCN(S(=O)(=O)c2ccc3[nH]c(=O)oc3c2)CC1 | -9% | 7
COC(=O)CNC(=O)CCC(=O)N1CCN(C(c2ccccc2)c2ccccc2)CC1 | u | x
Cc1cccc(N2CCN(S(=O)(=O)c3ccc4c(c3)CCN4C(=O)CCC(=O)O)CC2)c1C | u | x
NCc1c(O)ccc2ccccc12 | u | x
O=C(CSc1ccc2ccccc2c1)Nc1ccncc1 | u | x
O=C(NCc1ccccc1F)C1CCCN(S(=O)(=O)N2CCOCC2)C1 (stereo not given) | i | 8
COc1cc2c(cc1OC)C1=C(C#N)CCC(=NC(=O)c3ccc(Cl)cc3)N1CC2 | -2% | 1
COc1ccccc1C(=O)n1nc(-c2cccnc2)nc1N | -2% | 1
Cc1ccc(-c2cc(-c3n[nH]c(=S)o3)c3ccccc3n2)cc1 | 28% | 10
O=C(NCCc1ccco1)c1nn(Cc2ccccc2)c(=O)c2ccccc12 | u | x
CS(=O)(=O)N1CCN(C(=O)c2cc(-c3cccs3)nc3ccccc23)CC1 | -36% | -11
O=C(CCC(=O)c1cccs1)OCc1nc2ccccc2s1 | -2% | 3
CCC1CCCCN1CCCNC(=O)c1ccc(CS(=O)(=O)Cc2ccccc2F)o1 (stereo not given) | 25% | x
Fc1ccc(CNc2ncnc3c2cnn3-c2ccccc2)cc1 | u | x
CCc1ccc(N(C2C=CS(=O)(=O)C2)S(=O)(=O)c2ccccc2)cc1 (stereo not given) | -8% | -8
CCOc1cc(C(=O)NC2CC(C)(C)NC(C)(C)C2)cc(OCC)c1OCC | u | x
COc1ccc(CC(=O)Nn2c(-c3ccccc3)nc3ccccc3c2=O)cc1 | u | x
CC(=O)Nc1ccc2sc(C)nc2c1 | -4% | 3
CCOc1ccc(-n2cc(C(=O)NCc3ccco3)c3cc(OC)c(OC)cc3c2=O)cc1 | u | x
Cc1ccc(C)c(Nc2nc3nonc3nc2N2CCOCC2)c1 | -6% | 11
COc1ccccc1N1CCN(C(=O)COc2cccc(C)c2C)CC1 | u | x
COc1ccc(-c2noc(CSc3nc4ccccc4c(=O)n3-c3ccc(C)cc3)n2)cc1 | 0% | 13
Cc1cccc(OCC(=O)N2CCN(c3nnc(-c4ccccc4)c4ccccc34)CC2)c1 | u | x
Cc1onc(-c2ccccc2Cl)c1C(=O)N1CCN(C(=O)c2ccco2)CC1 | 22% | 0
O=C(NCc1ccc(Cl)cc1)Nc1ccc(F)cc1 | i | x
O=C(NCCN1CCOCC1)c1cc(-c2ccc(Cl)cc2Cl)on1 | i | 23
CC1CN(CC(O)COc2ccc(C#N)cc2)CCN1CC(O)COc1ccc(C#N)cc1 (stereo not given) | u | x
O=C(CCS(=O)(=O)c1ccc(F)cc1)Nc1nnc(-c2ccco2)o1 | 2%[0.0737 µM] | 15
COc1ccc(CCCc2nnc(SCC(=O)Nc3cccc(C)c3)o2)cc1 | u | x
CC(Oc1ccc(F)cc1)C(=O)Nc1sc2c(c1C(=O)NCc1cccnc1)CCCC2 (stereo not given) | u | x
Cc1cc(C(=O)OC2CCOC2=O)c2ccccc2n1 (stereo not given) | u | x
FC(F)(F)C(Oc1nc(Nc2ccc(Cl)cc2)nc(N2CCOCC2)n1)C(F)(F)F | 8% | -9
O=C(c1ccc(F)cc1)C(CN1CCOCC1)c1ccccc1 (stereo not given) | u | x
CCCCCCN=CC1=C(O)C(C(=O)OC)C(C)(C)CC1=O (stereo not given) | u | x
Cc1cnc(C(=O)NC(Cc2ccccc2)c2ccccc2)cn1 (stereo not given) | u | x
O=C1c2ccccc2C(=O)C12OC2c1ccc(Cl)cc1 (stereo not given) | u | x
COc1ccccc1C(=O)N1CCN(S(=O)(=O)c2ccccc2)CC1 | u | x
COc1cc2c(C(=O)O)c(C)n(CC(C)C)c2c2ccccc12 | i | x
CCOC(=O)c1nn(-c2ccc3c(c2)OCO3)cc1O | u | x
CCN(CC)c1ccc(CNC23CN4CN(CN(C4)C2)C3)cc1 | u | x

By substructure: the compounds so far with an NH in an aromatic ring (2)
SMILES | S3 lipid droplet | S3 lipid droplet cell count max
CCOC(=O)N1CCN(S(=O)(=O)c2ccc3[nH]c(=O)oc3c2)CC1 | -9% | 7
Cc1ccc(-c2cc(-c3n[nH]c(=S)o3)c3ccccc3n2)cc1 | 28% | 10

(next part)
SMILES | S3 lipid droplet | S3 lipid droplet cell count max
COCCn1cc(C(=O)NCc2ccco2)c2c3ccccc3n(C)c2c1=O | u | x
COc1cccc(C2C(=O)c3ccccc3C2=O)c1 | u | x
Cc1ccc2c(c1)C(c1ccncc1)=NNC(c1ccc(C(C)C)cc1)=N2 | 5% | -7
O=C(CCC(=O)c1cccs1)NCc1ccc(Cl)cc1 | -9% | 17
OC(CNCCc1ccc(C(F)(F)F)cc1)COC(c1ccccc1)c1ccccc1 (stereo not given) | u | x
CC(=O)C1=C(O)C(=O)N(c2ccc(O)cc2)C1c1ccc(C)cc1 (stereo not given) | i | 22
Cc1nn(CC(=O)NCc2ccco2)c(C)c1[N+](=O)[O-] | -4% | -2
CC1=CC2=NC(=O)CC(C)(C(=O)N(CC(=O)NC3CCCC3)c3cc(C)cc(C)c3)N2C=C1 (stereo not given) | 3% | -3
CCCCCCCCCCOC(=O)Cn1c(COc2cccc(OC)c2)[n+](C)c2ccccc21 | u | x
O=C(O)C1CCCN1S(=O)(=O)c1ccc2[nH]c(=O)c(=O)[nH]c2c1 (stereo not given) | u | x
O=C(c1cccs1)N1CCC(c2ccccc2)C1 (stereo not given) | u | x
Cc1ccc(NS(=O)(=O)c2ccc3c(c2)c(=O)n(C)c(=O)n3C)cc1F | u | x
CSc1ccc(CNC(=O)Cc2ccc(NC(=O)C3=C(C)OCCS3)cc2)cc1 | u | x
Cc1nnc(NC(=O)C2=COCCO2)s1 | u | x
Cc1cc[n+](-c2nc3ccccc3nc2[N-]S(=O)(=O)c2ccccc2)cc1 | 1% | 2
O=C(CSc1cccs1)Nc1ccc(Cl)cc1 | 2% | -15
CC(=O)Nc1ccc(OCc2cccc([N+](=O)[O-])c2)cc1 | 7% | -1
Cc1ccc(S(=O)(=O)N2CCC(C(=O)NCc3ccncc3)CC2)cc1 | 18µM* | 13*
Cc1cccc(NC(c2ccc(C)s2)c2ccc3ccc(C)nc3c2O)n1 (stereo not given) | u | x
CCC(CC)C(=O)OCC(=O)Nc1cc(OC)c([N+](=O)[O-])cc1C | u | x
CCCCOc1ccc(CC(=O)NCC(=O)O)cc1 | u | x
CCOC(=O)c1cnc(-c2ccccc2O)nc1Cl | 1% | -9
COC(=O)c1cccc(C(=O)N2CCCC(CNC(=O)c3ccccc3Cl)C2)c1 (stereo not given) | 23% | 20
COCCCNC(=S)NNC(=O)c1csc2ccccc12 | 0% | -2
O=C(CCn1nc(-c2ccc(Cl)cc2)ccc1=O)N1CCN(c2ccc(F)cc2)CC1 | u | x
Cc1ccc(C)c(NC(=O)Cn2nnc(C(=O)NCc3cccs3)c2N)c1 | u | x
O=C(CSc1nc2cc(Cl)ccc2s1)N1CCN(C(=O)c2ccco2)CC1 | i | x
Cc1cccc(OCC(=O)O/N=C(\N)c2ccc(Br)cc2)c1 | -2% | 20
CC(C)=NN1C(=O)c2ccccc2NC1(C)C | -9% | 4
CCS(=O)(=O)c1ccc2oc(SCC(=O)NCc3ccccc3)nc2c1 | 19% | -14
Cc1nc2c(cc(Oc3ccc(S(=O)(=O)N4CCOCC4)cn3)c3ccsc32)s1 | u | x
Cc1cccc(C)c1-n1nnnc1S(=O)(=O)Cc1ccccc1Cl | u | x
O=S(=O)(c1ccc(Cl)cc1)N1CCC(O)(CN2CCN(Cc3ccccc3)CC2)CC1 | 0% | -9
COc1ccc(/C=C/C(=O)NC(=S)NNC(=O)[C@H]2C[C@@H]2c2ccccc2)cc1OC | i | 18
COc1ccccc1NS(=O)(=O)c1ccc(N/N=C/C=C/c2ccccc2[N+](=O)[O-])c([N+](=O)[O-])c1 | u | x
CCOc1ccc(NC(=O)CSc2ncnc3c2sc2ccccc23)cc1 | u | x
COc1ccc(OCc2nnc(SCC(=O)O)n2N)cc1 | u | x
CSc1ccc(/C=N/NC(=O)CNc2ccc3ccccc3c2)cc1 | u | x
COc1ccccc1/C=N/NC(=O)c1cccc(OC(F)(F)C(F)F)c1 | u | x
CCc1ccc(-c2nc(C)c(CCO)c(=O)[nH]2)cc1 | 1% | 23
COc1ccccc1Nc1nnc(C)c(=O)[nH]1 | u | x
CCCN(CCC)S(=O)(=O)c1ccc(C(=O)Nc2nnc(COC)o2)cc1 | 14% | 24
CN(C)c1ccc(/C=C(\C#N)c2ccccn2)cc1 | u | x
Cc1cc(C(C)(C)CC(C)(C)C)ccc1OCCOCC[N+](C)(C)Cc1ccccc1 | u | x
COc1ccccc1N1CCN(C(=O)CN(Cc2ccc(Cl)cc2)S(C)(=O)=O)CC1 | i | -5
Cc1ccc(S(=O)(=O)Nc2nc3ccccc3nc2N2CCc3ccccc3C2)cc1 | u | x
O=C(O)C1CCN(S(=O)(=O)c2cccc3nonc23)CC1 | u | x
O=C1NC(CCc2ccccc2)C(=O)N1CCOc1cccc(Br)c1 (stereo not given) | -9% | -19
O=C1O/C(=C\c2ccccc2)c2ccccc21 | u | x
N#CCC(=O)c1ccccc1Oc1ccc(Cl)cc1 | u | x
Cc1ccc(S(=O)(=O)N(CC(=O)NCCC2=CCCCC2)Cc2ccccc2)cc1 | -7% | x
Cc1ccc(NC(=O)CN2C(=O)S/C(=C\c3cc(Cl)c(OCC(=O)O)c(Cl)c3)C2=O)cc1 | u | x
CCOc1ccccc1NC(=O)COC(=O)C12CC3CC(CC(O)(C3)C1)C2 | u | x
O=C(Nc1ccccc1C(=O)O)c1ccc(NC(=O)c2ccc(Br)o2)cc1 | 11% | 4
O=C(CCN1N=C(c2ccccc2)CCC1=O)NCCCN1CCOCC1 | -8% | -8
CSCCNCc1cn(-c2ccc(F)cc2F)nc1-c1ccccc1C | 5% | -1
COc1ccccc1C(=O)NCCN1CCN(c2ccccc2)CC1 | i | 16
COc1ccc(-n2nnnc2SCC(=O)Nc2nc3c(s2)CCCC3)cc1 | 4% | -12
CC(C)C(NS(=O)(=O)c1cccs1)C(=O)NCCCN1CCCCCC1 (stereo not given) | 4% | 11
CCCN1C(=S)c2ccccc2C1c1ccccc1 (stereo not given) | u | x

For reference, 6 of the compounds above.
SMILES | S3 lipid droplet | S3 lipid droplet cell count max
O=C(CCN1N=C(c2ccccc2)CCC1=O)NCCCN1CCOCC1 | -8% | -8
CSCCNCc1cn(-c2ccc(F)cc2F)nc1-c1ccccc1C | 5% | -1
COc1ccccc1C(=O)NCCN1CCN(c2ccccc2)CC1 | i | 16
COc1ccc(-n2nnnc2SCC(=O)Nc2nc3c(s2)CCCC3)cc1 | 4% | -12
CC(C)C(NS(=O)(=O)c1cccs1)C(=O)NCCCN1CCCCCC1 (stereo not given) | 4% | 11
CCCN1C(=S)c2ccccc2C1c1ccccc1 (stereo not given) | u | x

(continued)
SMILES | S3 lipid droplet | S3 lipid droplet cell count max
Cc1ccc(S(=O)(=O)N2CCOCC2)cc1NC(=O)COc1cccc(-n2cnnn2)c1 | u | x
S=c1[nH]nc(COc2ccccc2)n1/N=C/C=C/c1ccco1 | 10% | -12
CC1(C)CC(=O)C(=C2SCCCS2)C(=O)C1 | 8% | 5
COc1ccc(CCNC(=O)c2c(C)nn(CC(C)C)c2Cl)cc1 | 5% | 1
CS(=O)(=O)c1ccccc1C(=O)NCCC(c1ccccc1)c1ccccc1 | u | x
O=S(=O)(Nc1ccc(Cc2ccncc2)cc1)N1CCCC1 | i | x
COc1cc(/C=N/NC(=O)c2cccnc2)ccc1OCC(=O)Nc1c(C)cc(C)cc1C | i | -15
CCOC(=O)CSc1nnc2n(Cc3ccccc3)c(=O)c3c4c(sc3n12)CCC4 | 9% | -18
CC(C)C[C@@H](COc1ccccc1)N1CCN(CC(C)C)CCC1=O | 11% | -17
Cc1cc2oc(=O)cc(C)c2cc1NC(=O)CCl | 0% | 9
Cn1c(Cn2nnc3ccccc32)nnc1SCC(=O)NCc1ccc2c(c1)OCO2 | -4% | -4

Ordered by the number under S3 lipid droplet (highest first): 3 of the compounds above.
molecule,S3 lipid droplet,S3 lipid droplet cell count max
CCC1CCCCN1CCCNC(=O)c1ccc(CS(=O)(=O)Cc2ccccc2F)o1 (stereo not given),25%,x
O=C(Nc1ccccc1C(=O)O)c1ccc(NC(=O)c2ccc(Br)o2)cc1,11%,4
COc1ccc(-n2nnnc2SCC(=O)Nc2nc3c(s2)CCCC3)cc1,4%,-12

Some of the compounds tested; the hit share may differ from the screen's.
